Bioassay records from PubChem BioAssay.
PMI inhibitors: inhibitors of human PMI, primary screen, biochemical, fluorescence intensity, coupled assay (AID 1209) | inhibition, % at 20 µM, or IC50 in µM where a hit was titrated | purified PMI enzyme, coupled fluorescence intensity; higher % means a stronger effect | hit rate 0.42% among 190,000;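 also: plate controls were DMSO vehicle for no effect and wells lacking substrate for full effect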
T cell modulator: T cell immune modulators affecting CD8 T cell-vesicle binding; 2C CD8+ T cell-vesicle binding, flow cytometry; stronger effect = lower value; calls only at 7 µM; hit rate 0.068% among 330,000; AID 2052;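 active = response, share of CD8 T cells binding vesicles, and their 90th percentile fluorescence all below set limits, cut at about 80% in these data, passing the limit was not always enough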
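Test system: purified 2C TCR transgenic mouse naive CD8+ T cells. Probe or stimulus: QL9-peptide-loaded Drosophila micro-vesicles bearing Ld, ICAM-1 and B7-1. Incubation: binding step 1.5 h, 37 °C, antibody labelling 20 min, ice. Measured by: flow cytometry of vesicle-bound cells.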
PMI inhibition: MPI inhibition at elevated mannose 6-phosphate – biochemical, fluorescence intensity, high mannose 6-phosphate, primary screen (AID 1220); hit rate 0.66% among 190,000; inhibition, % at 20 µM, or IC50 in µM where a hit was titrated; recombinant PMI enzyme, coupled fluorescence intensity; higher % means a stronger effect
West Nile virus CPE: inhibition of WNV-induced cytopathic effect – cell-based, CPE readout (AID 1621); West Nile virus-infected cells, CPE inhibition; higher % means a stronger effect; hit rate 0.02% among 290,000; CPE inhibition, % at 10 µM, or IC50 in µM where a hit was titrated; in the data active = a potency from the dose series; inconclusive = CPE inhibition mostly from about 3.7% at the one dose, without a potency; inactive = the rest, 99 in 100 with CPE inhibition below about 2.2%; also: strong numbers were not always called active
RSV CPE inhibition: inhibition of RSV-induced cytopathic effect – HEp-2 cells, primary 10 µM value included (AID 2391); HEp-2 cells, RSV-induced CPE inhibition; higher % means a stronger effect; CPE inhibition, % at 10 µM; hits with a dose series show IC50 in µM; hit rate 0.13% among 310,000; in the data active = a potency from the dose series; inconclusive = CPE inhibition mostly from about 23% at the one dose, without a potency; inactive = the rest, 99 in 100 with CPE inhibition below about 21%; also: strong numbers were not always called active
UTI89 phage lysis: protection from phage-mediated lysis, alamar blue read-out – E. coli UTI89, K1F phage, bacterial capsule biogenesis inhibitors (AID 488966); E. coli UTI89 K1F phage lysis, alamar blue, 2 h; higher % means a stronger effect; one-dose inhibition, % at 100 µM; IC50 in µM for titrated hits; hit rate 0.02% among 340,000;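 active = phage lysis inhibition, versus mean bacterial control, above a set limit; inconclusive = no clear call, values can overlap the other calls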;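 also: capsule biogenesis inhibitors block K1F phage lysis so surviving cells raise fluorescence; higher fluorescence means more inhibition of phage lysis; actives were called in the ten point dose series up to 300 µM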
P. falciparum M1AAP: malaria alanyl aminopeptidase activity blockers – biochemical, fluorogenic H-Leu-NHMec substrate, 1536-well (AID 1445). recombinant M1AAP, H-Leu-NHMec fluorogenic kinetic assay; higher % means a stronger effect. inhibition, % at 30 µM; hits with a dose series show IC50 in µM. hit rate 0.42% among 220,000;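 active = primary inhibition above the hit cutoff, then over 50% inhibition at one or more dose response concentrations, cut at about 23% in these data, passing the limit was not always enough; inconclusive = conflicting primary data, or primary hits not chosen for dose response; inactive = low primary inhibition, or under 50% at every dose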;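 also: plate controls were DMSO full reaction for no effect and no enzyme background for full effect; strong numbers were not always called active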
TNAP activation fold: stimulation of alkaline phosphatase TNAP activity – biochemical, luminescent, no phosphate acceptor, uHTS, primary screen (AID 1001). purified TNAP, luminescent activation assay, no phosphate acceptor; higher activation fold means a stronger effect. activation fold at 20 µM, or EC50 in µM where a hit was titrated. hit rate 0.03% among 200,000; in the data active = activation fold from about 3, or a potency from the dose series; inactive = the rest, 99 in 100 with activation fold below about 1.6; also: many of its hits are not listed in these tables
M17LAP inhibition: P. falciparum M17LAP inhibitors, primary screen, biochemical, fluorogenic H-Leu-NHMec substrate, 1536-well (AID 1619). recombinant M17LAP, H-Leu-NHMec fluorogenic kinetic assay; higher % means a stronger effect. inhibition, % at 30 µM; hits with a dose series show IC50 in µM. hit rate 0.38% among 220,000;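 active = compound inhibiting the enzyme by more than half at any dose during confirmatory dose-response retesting; inconclusive = strong single-dose inhibitors picked by rank but not retested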;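 also: plate controls were full reaction with DMSO carrier for no effect and no enzyme background for full effect; strong numbers were not always called active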
T cell modulator vesicle-bound %: further read-out of T cell modulator, marked with its call; double positive events, %; measured here: CD8+ vesicle-bound cell fraction;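 binding gate set so that unloaded-vesicle control wells show 10% double positive cells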
* hit, by the source's call; i = inactive; u = inconclusive; x = no result given; [ ] = another dose, or the depositor's remark. Rule as the data show it, unless noted: active = inhibition above about 50%; inactive = the rest.

SMILES	PMI inhibitors	T cell modulator	T cell modulator vesicle-bound %	PMI inhibition	West Nile virus CPE	RSV CPE inhibition	UTI89 phage lysis	P. falciparum M1AAP	TNAP activation fold	M17LAP inhibition
CCOC(=O)c1sc(NC(=O)CN2CCN(c3ccc(OC)cc3)CC2)nc1C	x	i	54	x	-1.9%	5.5%	-0.3%	x	x	x
COc1ccccc1C(=O)NCCC(=O)NCCOc1ccccc1	x	i	64	x	0.0%	1.2%	1.8%	x	x	x
COc1ccc(NC(=O)c2cc(-c3cccs3)on2)cc1	x	i	31	x	-0.7%	1.4%	0.0%	x	x	x
Cc1ccccc1N1C(=O)C2C3C=CC(CC3)C2C1=O (stereo not drawn)	x	i	57	x	-0.1%	1.4%	0.2%	x	x	x
O=C(O)c1ccc(NS(=O)(=O)c2cc(Cl)ccc2Cl)cc1O	7%	i	4	11%	-0.4%	1.3%	1.4%	12%	1	-85%
CCc1ccccc1NC(=O)CSc1nnc(Cn2cnc3ccccc32)o1	-2%	i	39	-1%	1.6%	1.0%	0.0%	3%	1.2	16%
COc1ccc(CC(=O)Nc2c3c(nn2C(C)(C)C)CS(=O)(=O)C3)cc1OC	x	i	14	x	0.3%	1.0%	0.3%	x	x	x
CC(=O)c1ccc(Sc2nnnn2-c2ccccc2)c([N+](=O)[O-])c1	20%	i	54	10%	1.0%	20%	-0.1%	0%	1.1	0%
Cc1ccc(CS(=O)Cc2ccc(C(=O)NCc3ccccc3Br)o2)cc1 (stereo not drawn)	x	i	12	x	-0.4%	0.8%	1.6%	x	x	x
COc1cccc(CNS(=O)(=O)c2ccc3c(c2)CC(C)N3C(=O)C2CC2)c1 (stereo not drawn)	x	i	7	x	-0.3%	1.5%	-0.1%	x	x	x
Cc1ccccc1S(=O)(=O)Nc1ncnc2scc(-c3ccccc3)c12	-16%	i	46	-9%	0.1%	4.2%	0.7%	24µM*	1	19%
O=C(Cn1c(NCCCO)nc2ccccc21)c1ccc(Cl)cc1Cl	x	i	37	x	-1.4%	-0.3%	-1.2%	x	x	x
Cc1cc(C)nc(/N=C(\N)Nc2cccc([N+](=O)[O-])c2)n1	13%	i	47	4%	-0.8%	0.8%	0.3%	-3%	1	5%
CCc1nnc(NC(=O)c2ccc3c(c2)C(=O)N(C(C)(C)C)C3=O)s1	2%	i	37	-1%	0.0%	1.1%	0.5%	-5%	1.1	-11%
Clc1ccc(Oc2cnns2)cc1Cl	2%	i	53	5%	0.3%	1.8%	0.3%	3%	1.1	-9%
CCCC(=O)Nc1nnc(SCC(=O)NCc2ccc3c(c2)OCO3)s1	-7%	i	46	-1%	0.6%	-0.4%	0.2%	-3%	1.1	-1%
CCOC(=O)[C@H]1[C@H]2COc3cc(OC)ccc3[C@@H]2N2C(=O)N(c3ccc(Cl)cc3)C(=O)[C@@]12C	x	i	44	x	-1.7%	7.8%	-0.1%	x	x	x
CCN(CC(=O)Nc1c(F)cccc1F)C(=O)C1CCCN(C(=O)c2ccc(Cl)cc2)C1 (stereo not drawn)	x	i	64	x	-0.1%	2.0%	-0.1%	x	x	x
Cc1cc(NCCO)c2cc(O)ccc2n1	8%	i	32	4%	-0.2%	0.0%	-2.2%	8%	1.1	-18%
COc1cc(C2C(C(=O)c3ccc(C)o3)=C(O)C(=O)N2CCCn2ccnc2)cc(OC)c1OC (stereo not drawn)	x	i	8	x	-0.2%	1.5%	0.7%[50 µM]	x	x	x
Cc1cccc2[nH]c(CN(C)C(=O)C3CCC(=O)N(C4CC4)C3)nc12 (stereo not drawn)	x	i	35	x	0.1%	0.7%	1.8%	x	x	x
COc1cccc(NC(=O)N2CCOCC2)c1	-22%	i	41	3%	0.0%	1.9%	0.5%	-5%	1	11%
COc1cccc(/C=N/NC(=S)NCCc2ccccc2)c1OC	x	i	37	x	0.5%	6.2%	-0.5%[50 µM]	x	x	x
CC(=O)C(Sc1nc(NC(C)(C)C)nc(N(C)C)n1)C(C)=O	-7%	i	39	-9%	-0.3%	2.8%	3.5%	3%	1.1	-7%
CCOc1ccccc1-c1nc(CN2CCN(C(=O)c3ccco3)CC2)c(C)o1	x	i	17	x	0.6%	0.2%	-0.1%	x	x	x
Cc1ccsc1/C=N/NC(=O)Cc1cccn1C	-13%	i	34	-4%	0.1%	1.3%	1.6%	14%	1.1	47%
COc1ccc(S(=O)(=O)Nc2c(F)cccc2F)cc1	6%	i	22	0%	-0.1%	3.5%	-0.6%	1%	1.1	13%
COc1ccccc1/C=C/C(=O)OCC(=O)Nc1ccccc1Sc1ccccc1	10%	i	34	8%	-0.8%	1.4%	0.3%	0%	1.1	1%
COCCn1c(=NC(=O)/C=C/c2ccccc2Cl)sc2cc(NC(C)=O)ccc21	4%	i	31	4%	-0.7%	2.6%	4.5%	2%	1	-1%
Cc1cccc(NC(=O)NCC2CC2)c1	x	i	23	x	2.0%	1.5%	-0.8%[50 µM]	x	x	x
COc1cccc(C(=O)Nc2cc(NC(=O)c3cccs3)ccc2C)c1OC	x	i	38	x	-0.9%	48µM*	0.2%	x	x	x
COc1cc(NC(=O)CCn2c(=S)oc3ccccc32)cc(OC)c1OC	x	i	26	x	-0.6%	1.6%	-0.4%[50 µM]	x	x	x
COc1cc(CN2CCN(CCOCCO)CC2)cc(OC)c1OC	1%	i	58	5%	1.0%	0.8%	i	0%	1.1	4%
Cc1ccc(N(CC(=O)N/N=C/c2ccc(OC3CSC3)cc2)S(=O)(=O)c2ccccc2)c(C)c1	29%	i	5	19%	-1.3%	7.1%	1.9%	0%	1.1	-3%
Cc1cc(=O)[nH]c2c(C)c(Cl)ccc12	-10%	i	38	-3%	0.2%	1.5%	x	2%	1.1	-1%
COc1cc(OC)cc(C(=O)N/N=C\c2ccoc2)c1	x	i	42	x	-0.1%	1.6%	0.2%	x	x	x
FC(F)(F)c1cc(N2CCN(Cc3ccccc3)CC2)c2ccccc2n1	x	i	24	x	0.8%	x	-1.2%	-2%	x	1%
CCOc1ccc(Br)cc1S(=O)(=O)N1CCC(C(=O)O)CC1	-12%	i	47	-13%	0.8%	1.1%	0.9%	1%	1.1	-3%
O=C(CNC(=O)c1ccc(N2C(=O)c3ccccc3C2=O)cc1)OCC(=O)c1cccc2ccccc12	-1%	i	34	10%	-0.2%	4.3%	5.2%	7%	1	-3%
CC(=O)Nc1cccc(NC(=S)Nc2ccc(F)cc2F)c1	21%	i	30	56%*	0.3%	-0.7%	-0.7%	4%	1	5%
O=C1CSC2=NCN(c3ccc4c(c3)OCO4)CN12	20%	i	20	12%	0.3%	1.1%	0.1%	8%	1	-1%
CCOC(=O)c1sc(N)c(C(=O)Nc2ccccc2)c1C	44%	i	44	13%	-0.7%	-0.3%	-0.7%	x	1.1	x
Cc1cccc(OCC(=O)NC(=S)Nc2ccccc2N2CCOCC2)c1C	x	i	4	x	-0.8%	1.4%	-1.6%[50 µM]	x	x	x
COC(=O)c1cn(NC(=O)c2ccccc2[N+](=O)[O-])c(=O)c2ccccc12	6%	i	25	12%	-0.4%	3.4%	-5.5%	8%	0.9	-14%
CCN(CCO)Cc1cc(=O)oc2c(C)c(C)ccc12	5%	i	50	11%	0.6%	0.8%	1.2%	5%	1	12%
CN(C)S(=O)(=O)c1cccc(NC(=O)C(c2ccccc2)c2ccccc2)c1	x	i	22	x	-0.6%	1.2%	0.2%	x	x	x
O=C(CSc1nnc(Cn2c(=O)sc3ccccc32)n1-c1ccccc1)N1CCCC1	-2%	i	56	9%	-0.2%	0.2%	4.4%	2%	1.1	-9%
Cc1cc(NC(=O)CN2CCN(c3ccccn3)CC2)ccc1Br	x	i	45	x	-1.2%	u	0.3%	x	x	x
Nc1ccccc1N=Nc1ccccc1N	x	i	25	x	-0.3%	-1.1%	0.0%	x	x	x
CCn1c(C)c(C(C)=O)c(N2CCCC2)nc1=S	3%	i	52	0%	1.5%	-0.1%	0.4%	4%	1.1	8%
O=C(CSc1ccc(-c2ccc(Cl)cc2)nn1)Nc1ccc2c(c1)OCCO2	9%	i	42	0%	-0.1%	0.2%	-0.1%	-2%	1.1	-7%
Nc1c(C(=O)Nc2ccc3c(c2)OCCO3)nnn1CCc1ccccc1	4%	i	58	8%	1.1%	2.8%	6.2%	1%	1.2	1%
COc1ccc(C(=O)c2ccc(Br)cc2)cc1	-5%	i	11	-4%	1.1%	0.8%	8.5%	9%	1	-1%
O=c1[nH]c(NCc2ccco2)nnc1Cc1ccccc1Cl	12%	i	34	9%	1.2%	-1.1%	1.5%	-6%	1.1	-20%
CCC(C)NCCOc1ccc(C(C)(C)c2ccccc2)cc1 (stereo not drawn)	6%	i	56	7%	-1.3%	-2.4%	0.3%	0%	1.1	-5%
Cc1c(NC(=O)c2ccc(N3C(=O)C4C5C=CC(C5)C4C3=O)cc2)c(=O)n(-c2ccccc2)n1C (stereo not drawn)	11%	i	43	1%	0.8%	1.2%	0.0%	5%	1.1	0%
CC(=O)c1cc2c(cc1NC(=O)Cn1nc(-c3ccc(F)cc3)ccc1=O)OCO2	x	i	43	x	-0.5%	14%	0.2%	x	x	x
CCSCCOC(=O)C1=C(C)NC(=O)NC1c1ccc2c(c1)OCO2 (stereo not drawn)	-3%	i	46	-1%	0.0%	0.2%	-1.1%	3%	1.2	3%
CC(Sc1nc(=O)cc(N)n1CCc1ccccc1)C(=O)NCc1ccccc1 (stereo not drawn)	1%	i	47	5%	-0.2%	0.9%	1.3%	6%	1.1	25%
COc1ccccc1-n1ccnc1SCC(=O)NCc1ccco1	-5%	i	52	-3%	-0.4%	-0.2%	0.4%	5%	1.1	7%
Cc1ccc(N=Nc2[nH]c3ccccc3c2O)cc1	-19%	i	4	-85%	-0.8%	1.3%	2.1%[50 µM]	4%	1	21%
O=C(Nc1nc(-c2ccc(Oc3ccccc3)cc2)cs1)C1=COCCO1	19%	i	35	6%	1.8%	4.9%	4.2%	1%	1.1	10%
COc1ccccc1NCC(=O)N/N=C/c1cccnc1	-6%	i	34	-10%	0.0%	x	11%	3%	1	1%

No enrichment for hits. Share with any hit: about 1.5%.
